# TAG inh – reduces triacylglycerol accumulation in H9c2 cells; Nile Red lipid (TAG) fluorescence; cells loaded with 200 µM oleic acid; inhibition, % at 12.5 µM; hit rate 0.66% among 230,000; AID 651582;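 active means pattern-corrected inhibition of lipid staining of at least 50% with the nuclear-stain viability signal not falling by more than 50%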;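 further: 0% = DMSO wells and 100% = triacsin C control wells; some results filed as inactive read as strong as hits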
# TAG inh DAPI viability – also measured in TAG inh; calls as there; DAPI nuclei signal change (viability), lower = more cytotoxic, %;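 whole-well DAPI fluorescence read on a plate reader as a viability signal; minus 50 percent equals half of cells still viable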
# * hit, by the source's call. Not all compounds are listed, so the mix of outcomes need not match the whole.
SMILES,TAG inh,TAG inh DAPI viability
O=C(NC1CCCCC1)C(=O)c1c(-c2ccccc2)[nH]c2ccccc12,-31,-1
CC1(C(=O)NCc2ccco2)Cc2c(-c3cccc(C(F)(F)F)c3)ccnc2O1 (stereo not given),54*,-39*
CN(C1CCCCC1)S(=O)(=O)c1ccc2c(c1)CCC(=O)N2,14,-1
CC(=O)NCCc1nc2ccccc2n1CCOc1cccc(C)c1,-11,1
CN1C(=O)C(=O)N(CC(=O)Nc2ccccc2OC(F)F)C1=O,4,-7
O=S(=O)(c1ccccc1)n1ccc(-c2cnc(-c3ccccc3)s2)n1,3,-11
CCOc1cc(N2CCOCC2)c(OCC)cc1NC(=O)c1ccc(OC)cc1,4,11
CCN(CC)C(=O)c1sc(NC(=O)c2ccncc2)c(C(=O)OC)c1C,16,-7
Cn1c(NCCN2CCOCC2)nc2c1c(=O)n(Cc1cccc(Cl)c1)c(=O)n2C,11,-6
COc1ccc(Cc2nnc3sc(SCC(=O)Nc4ccccc4)nn3c2=O)cc1OC,-5,6
COc1ccc(S(=O)(=O)N2CCCCC2)cc1NC(=O)CCc1cc(OC)c(OC)c(OC)c1,12,-10
COc1ccc2c(COC(=O)CNS(=O)(=O)c3ccccc3)cc(=O)oc2c1,-3,-3
COc1ccc(NC(=O)C2(C)Cc3c(-c4ccc(NC(C)=O)cc4)ccnc3O2)cn1 (stereo not given),11,-7
CCOC(=O)C1(Cc2cccc(Cl)c2)CCCN(C2CCN(C(C)=O)CC2)C1 (stereo not given),-6,0
CCN(Cc1ccccc1)C(=O)Cn1cnc2c1c(=O)n(C)c(=O)n2C,17,-2
Cc1ccc(/C=C2\SC(=S)N(CCC(=O)NNC(=O)c3ccncc3)C2=O)cc1,9,-1
CSc1ncccc1C(=O)OCc1ccc([N+](=O)[O-])cc1,-1,1
CCCCOc1cccc(C(=O)NC(=S)Nc2cccnc2)c1,7,4
O=S(=O)(c1ccc2c(c1)OCCO2)N(Cc1ccc(F)cc1)Cc1nnc(-c2cccs2)o1,15,-1
Cc1ccc(NC(=O)C2CCN(S(=O)(=O)c3cnc[nH]3)CC2)nc1,3,-5
CCC(Cc1ccccc1)NCc1c(C(=O)O)c(C)n(Cc2ccccc2)c1C (stereo not given),29,-14
COc1ccc(-n2nnc3c(=O)n(CC(=O)Nc4cc(C)on4)cnc32)cc1OC,7,-4
Cc1ccc(C(=O)NCC(=O)NCC(c2ccco2)N2CCCCC2)cc1C (stereo not given),9,1
Cc1ccccc1C(=O)c1c[nH]c(C(=O)NCc2ccco2)c1,11,-17
NS(=O)(=O)c1ccc(-c2cccc(/C=C3\SC(=O)NC3=O)c2)cc1,5,7

# The closing 5 records of the section before lead into the next:
SMILES,TAG inh,TAG inh DAPI viability
CCC(Cc1ccccc1)NCc1c(C(=O)O)c(C)n(Cc2ccccc2)c1C (stereo not given),29,-14
COc1ccc(-n2nnc3c(=O)n(CC(=O)Nc4cc(C)on4)cnc32)cc1OC,7,-4
Cc1ccc(C(=O)NCC(=O)NCC(c2ccco2)N2CCCCC2)cc1C (stereo not given),9,1
Cc1ccccc1C(=O)c1c[nH]c(C(=O)NCc2ccco2)c1,11,-17
NS(=O)(=O)c1ccc(-c2cccc(/C=C3\SC(=O)NC3=O)c2)cc1,5,7
COc1ccc(CN2CCN(C(=O)c3ccc(S(=O)(=O)N4CCCCCC4)cc3)CC2)cc1F,9,-5
O=C(/C=C/c1cccs1)NC(=S)Nc1ccc(S(=O)(=O)Nc2ccccc2C(F)(F)F)cc1,2,-3
Cc1ccc(NC(=O)Nc2ccc3c(c2)OCO3)c(OC(F)F)c1,-8,9
Cc1cccc(N2CCN(C(=O)NC3CCCCC3)CC2)c1C,8,-5
CC1Cn2c(nnc2-c2ccc(F)cc2)S1 (stereo not given),13,-10
Cc1occc1-c1nnc(SCC(=O)N2CCN(c3ccccc3)CC2)n1C,5,-5
CC(=O)Nc1ccccc1Nc1nc(NCCO)nc(N2CCCC2)n1,1,-6
Cc1ccc2nc(NC(=O)C3CC(=O)N(Cc4ccco4)C3)sc2c1 (stereo not given),11,-9
C/C(CC(=O)NCCCN1CCOCC1)=N\NC(=O)COc1ccc(Cl)cc1,-7,9
COc1cccc(NC(=O)N2CCN(c3cccc(C)c3C)CC2)c1,18,-4
Cc1c(NC=C(C#N)C#N)c(=O)n(-c2ccccc2)n1C,8,-3
COC(=O)c1nn(-c2ccc(C)cc2)ccc1=O,-12,1
COc1ccc(OC)c2[nH]c(=O)c(CCNC(=O)C(C)C)cc12,3,-5
CCCC(=O)Nc1cc(OC)c(C(=O)OC)cc1Cl,4,4
NS(=O)(=O)c1ccc(NC(=O)CN2CCN(S(=O)(=O)c3cccs3)CC2)cc1,-2,11
CCc1nc2ccccc2n1Cc1ccc(OC)c(OC)c1,-24,6
O=C(CSc1nnc(C2COc3ccccc3O2)o1)Nc1nccs1 (stereo not given),-4,-5
CC(C)NC(=O)Nc1ccc2c(c1)C(=O)N([C@H](C)CO)C[C@H](C)[C@@H](CN(C)C(=O)Nc1ccccc1)O2,-16,0
c1ccc(-c2ccc(C(c3ccccc3)n3ccnc3)cc2)cc1 (stereo not given),-7,12
COc1ccc(CCNS(=O)(=O)c2cc(/C=C/C(=O)O)ccc2C)cc1OC,-9,5
CC(C)CNc1ncnc2c1ncn2[C@H]1CN(Cc2ccc3c(c2)OCO3)C[C@@H](CO)O1,30,-26
COc1ccc(CN2C[C@@H](CO)O[C@@H](n3cnc4c(NCc5ccncc5)ncnc43)C2)cc1,-2,-4
Cc1cc2n(n1)SC(Nc1ccc(F)cc1)N2 (stereo not given),-12,1
CC(C)(C)C1(C)OC(C(N)=O)C(C(N)=O)O1 (stereo not given),0,7
Clc1ccccc1-c1nc2ccccc2[nH]1,-14,7

# Part of the list above, field by field.
structure: COc1ccc(CN2CCN(C(=O)c3ccc(S(=O)(=O)N4CCCCCC4)cc3)CC2)cc1F
  TAG inh: 9
  TAG inh DAPI viability: -5

structure: O=C(/C=C/c1cccs1)NC(=S)Nc1ccc(S(=O)(=O)Nc2ccccc2C(F)(F)F)cc1
  TAG inh: 2
  TAG inh DAPI viability: -3

structure: Cc1ccc(NC(=O)Nc2ccc3c(c2)OCO3)c(OC(F)F)c1
  TAG inh: -8
  TAG inh DAPI viability: 9

# Next section.
SMILES,TAG inh,TAG inh DAPI viability
CCCCNC(=O)CCC(=O)Nc1ccc2nc(N3CCOCC3)cc(C)c2c1,4,3
O=C(CCc1nnc(CCCCc2ccccc2)o1)NCCN1CCOC1=O,1,-2
COc1ccc(C(=O)NCCSc2ccccn2)cc1,-3,-1
Cc1ccc(N2CC(O)(c3cccs3)[N+]3=C2CCCC3)cc1 (stereo not given),-12,9
CC(C)c1ccc(N)c(S(=O)(=O)O)c1,-3,11
COc1ccccc1NC(=S)NC(=O)CCc1ccccc1,-13,-1
COCCNC(=O)c1onc(CS(=O)(=O)c2cc(C)cc(C)c2)c1C(=O)NCCOC,29,131
COc1ccc(NS(=O)(=O)c2cn(C)c(=O)n(C)c2=O)cc1,8,-7
Nc1c(C(=O)N/N=C/c2ccc(OCc3ccccc3)cc2)cnn1-c1ccccc1,23,-13
CC(OC(=O)C1CCCC1)C(=O)Nc1ncc(Cl)cc1Cl (stereo not given),8,-1
Cc1ccc(OC(=O)c2sc3ncn(C)c(=O)c3c2C)cc1,-2,7
Cc1cc(S(=O)(=O)N(Cc2ccccc2F)C2CC2)ccc1-n1cnnn1,1,-11
CCOc1ccc(S(=O)(=O)N2CCOCC2)cc1NC(=O)CN1C(=O)NC(CC)(c2ccccc2)C1=O (stereo not given),3,-6
O=C(O)CCc1ccc(-c2ccccc2)n1CC(=O)Nc1cccc(C(F)(F)F)c1,-1,2
Cn1c(=O)n(Cc2ccccc2Cl)c2ccccc21,15,-12
NC(=O)C1CCCN(C(=O)c2ccc(S(=O)(=O)N3CCCCCC3)cc2)C1 (stereo not given),19,-3
COc1ccc(S(=O)(=O)N2CCCOC2CNC(=O)C(=O)NCCCN2CCOCC2)cc1 (stereo not given),-3,4
Cc1ccc(S(=O)(=O)c2c(C)nn(C(C)(C)C)c2OC(=O)C(C)(C)C)cc1,-11,-6
COc1ccc(S(=O)(=O)/N=C2/NC(=O)/C(=C\c3cc(OC)c(OC)cc3[N+](=O)[O-])S2)cc1,8,-2
CCOC(=O)N1CCN(C(=O)CS(=O)(=O)c2cn(Cc3ccccc3C)c3ccccc23)CC1,16,-13
CCN1C(=O)[C@H]2[C@@H](c3ccc(-c4cc(C(C)=O)cs4)cc3)N[C@@](Cc3ccccc3)(C(=O)OC)[C@H]2C1=O,0,-6
O=C1Cc2ccccc2C(=O)N1CCc1ccccc1,-4,2
CC(C(=O)N1CCCCC1)N(C)CC(=O)Nc1ccc(F)c(F)c1F (stereo not given),-3,0
C[C@@H]1CC=C[C@H]2[C@H]1C(=O)N(Cc1ccccc1)[C@H]2c1ccoc1,-25,2
CCOC(=O)C(C)On1c(-c2ccc(Cl)cc2)nc2ccc([N+](=O)[O-])cc21 (stereo not given),-10,-3
SMILES,TAG inh,TAG inh DAPI viability
O=C1OCC=C1NNC(=O)c1cccnc1,14,-4
Cc1ccc(NC(=O)C2CCC(CNc3c(N4CCC(C)CC4)c(=O)c3=O)CC2)cc1F (stereo not given),-2,6
CCc1nc(SCC(=O)c2ccccc2)c2c(=O)n(C)c(=O)n(C)c2n1,0,4
CC(/C=N/NC(=O)c1nnn(-c2nonc2N)c1CN(C)C)=C\c1ccco1,-8,5
O=C(NCc1ccccc1Cl)C1CCN(C(=O)c2sccc2-n2cccc2)CC1,-19,-13
COc1cccc(NC(=S)NN=C2CCC(C(C)(C)C)CC2)c1 (stereo not given),-8,-3
COc1ccc(S(=O)(=O)N(C)c2ccc(C(=O)N3CCCCC3)cc2)cc1,-12,-6
CC1=CC(C)C(=O)N(C)C(C)=C1 (stereo not given),-8,-1
O=C(NCCc1ccc(Cl)cc1)C1CCN(C(=O)N2CCOc3ccccc32)CC1,15,-8
CC1(C)CC2(CC(C)(C)N1)OC(=O)N1CCc3ccccc3C12C (stereo not given),4,-1
CC(NC(=O)COC(=O)C1CCN(c2ccc(C(F)(F)F)cn2)CC1)c1ccc(Br)cc1 (stereo not given),-15,4
O=C(O)C1Cc2ccccc2CN1C(=O)COc1ccc(Cl)cc1Cl (stereo not given),13,-6
O=C(COC(=O)CNC(=O)c1cccc(Br)c1)Nc1nnc(-c2ccccc2)o1,9,2
CCC1(c2ccc(F)cc2)NC(=O)N(CC(=O)Nc2cc(C)on2)C1=O (stereo not given),-3,2
O=C(CNC(=O)c1ccccc1Cl)OCC(=O)N1CCc2ccccc21,-8,2
COc1ccc(NC(=O)C(Cc2ccccc2)n2cccc2)cc1OC (stereo not given),-9,-1
COc1cc(C(N)=O)cc(Br)c1OC,6,-9
COc1ccc(N2C(=O)C3CCCN3C2c2ccc(F)cc2)cc1Cl (stereo not given),27,-12
CC1Cc2ccccc2C(=O)N1 (stereo not given),-16,10
CNC(=S)N1N=C(c2ccc(OC)cc2)CC1c1ccc(N(C)C)cc1 (stereo not given),1,6
CCOc1ccc(OCCC(=O)OCC(=O)Nc2cccc(S(=O)(=O)N3CCCCC3)c2)cc1,-10,1
Cc1ccc(-n2ncc3c2CCCC3NC(=O)c2ocnc2C)cc1C (stereo not given),-43,-15
NC(=O)c1cccc(N=Cc2cc(Cl)cc(Cl)c2O)c1,21,-23
CC(C)C(NC(=O)CNC(=O)OC(C)(C)C)C(=O)NCc1ccc(Cl)cc1 (stereo not given),3,-4
Cc1cc(OCC(=O)OCC(=O)NCc2ccc3c(c2)OCO3)ccc1Cl,-6,6

# Reprinted at random: 4 compounds from above.
SMILES,TAG inh,TAG inh DAPI viability
CC1(C)CC2(CC(C)(C)N1)OC(=O)N1CCc3ccccc3C12C (stereo not given),4,-1
COc1cccc(NC(=S)NN=C2CCC(C(C)(C)C)CC2)c1 (stereo not given),-8,-3
CC(C)C(NC(=O)CNC(=O)OC(C)(C)C)C(=O)NCc1ccc(Cl)cc1 (stereo not given),3,-4
CC1Cc2ccccc2C(=O)N1 (stereo not given),-16,10

# Following part
SMILES,TAG inh,TAG inh DAPI viability
COc1ccc(OCC(=O)N/N=C(\C)c2cccs2)cc1,-14,3
C[C@H](CO)N1C[C@H](C)[C@H](CN(C)Cc2cccc(C(F)(F)F)c2)OCc2ccccc2-c2c(n(C)c3ccccc23)C1=O,4,0
CCOC(=O)Nc1cc(C)ccc1OC,-1,4
O=C(CNC(=O)c1ccco1)NCC(=O)OCc1ccc(Cl)cc1,-16,3
O=C(Nc1ccc(OC(F)(F)F)cc1)c1cnc2n(c1=O)CCS2,-13,13
OC[C@H]1OC(O)[C@H](O)[C@@H](O)[C@H]1O (stereo not given in full),-8,-2
S=C(NCCc1ccccc1)Nc1c(Cl)cccc1Cl,-3,6
O=C(C1CCCCC1)N1CCN(c2ccccc2F)CC1,6,-4
CCOc1nc(N2CCCCC2)nc(-n2cc(-c3ccccc3)nn2)n1,-8,0
COc1ccc(NC(=O)C2C(=O)N(C)C3(C)CC2c2ccccc2O3)cc1 (stereo not given),-6,4
CCCS(=O)(=O)Nc1ccc2cn[nH]c2c1,1,7
O=C(COc1ccccc1C(=O)NCC1CCCO1)Nc1ccc(Cl)cc1Cl (stereo not given),-13,11
O=C(O)c1ccc(Cn2cnc3sc4c(c3c2=O)CCCC4)cc1,10,-8
COc1ccc(S(=O)(=O)NC2CCCCC2)cc1C(=O)N1CCCCC1,-9,2
NC(=O)Cn1nc([N+](=O)[O-])nc1Oc1ccccc1C(=O)N1CCOCC1,1,0
COc1ccc(Cl)cc1S(=O)(=O)NCc1cccs1,-9,-12
Cc1ccc(C(=O)N[C@H](C(=O)NC2CCCCCCC2)C(C)C)cc1,6,3
COC(C[C@H](O)C[C@@H](O)[C@H](C)OCc1ccccc1)OC,-20,-4
C=CCn1c(C23CC4CC(CC(C4)C2)C3)n[nH]c1=S,0,5

# 3 entries out of the list, sorted by length of the SMILES, ascending.
SMILES,TAG inh,TAG inh DAPI viability
O=C(Nc1ccc(OC(F)(F)F)cc1)c1cnc2n(c1=O)CCS2,-13,13
O=C(COc1ccccc1C(=O)NCC1CCCO1)Nc1ccc(Cl)cc1Cl (stereo not given),-13,11
C[C@H](CO)N1C[C@H](C)[C@H](CN(C)Cc2cccc(C(F)(F)F)c2)OCc2ccccc2-c2c(n(C)c3ccccc23)C1=O,4,0

# Source: PubChem
